Bioassay records as filed in PubChem.
HCV inh – HCV inhibition; Huh7.5.1 HCVcc-Cre infection, luciferase reporter, 44 h; Potency, µM (series often up to 41.8 µM), for inactives: at the highest dose activity change, negative = inhibition, usual class: inhibitors; actives 3.4% (n = 340,000); AID 651820; further: potency means the concentration at half of the fitted maximal effect
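Cells seeded at 1,000/well and cultured 4 h, then compounds added followed by HCVcc-Cre virus (~0.5 moi). After 44 h further culture, luciferase substrate was added, plates held 15 min at room temperature, and luminescence read for 15 sec.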
Tb PYK inh – blocks Trypanosoma brucei pyruvate kinase; Q57TT1; Potency, µM (doses to about 76.8 µM), for the others: at the top dose activity, negative = inhibition, usual class: inhibitors; TbPYK enzyme, Kinase-Glo Plus ATP luminescence, 45 min; actives 0.12% (n = 410,000); AID 624173; further: potency means the concentration at half of the fitted maximal effect; nearly all actives have a fitted effect of over 50% in size
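Activity of T. brucei pyruvate kinase was followed by Kinase-Glo Plus luminescence after the enzyme reacted 45 min at room temperature with 130 uM ADP (final) and substrate. Test compounds were added before ADP at multiple concentrations.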
LmPK inh – LmPK (Leishmania mexicana) enzyme inhibition. purified LmPK, Kinase-Glo ATP luminescence, 1 h. Potency, µM (highest dose often 57.5 µM), for the others: at the top dose activity change, negative = inhibition, usual class: inhibitors. actives 0.37% (n = 290,000). AID 1721; further: potency means the concentration at half of the fitted maximal effect
Target sequence (Q27686 whole entry, looked up): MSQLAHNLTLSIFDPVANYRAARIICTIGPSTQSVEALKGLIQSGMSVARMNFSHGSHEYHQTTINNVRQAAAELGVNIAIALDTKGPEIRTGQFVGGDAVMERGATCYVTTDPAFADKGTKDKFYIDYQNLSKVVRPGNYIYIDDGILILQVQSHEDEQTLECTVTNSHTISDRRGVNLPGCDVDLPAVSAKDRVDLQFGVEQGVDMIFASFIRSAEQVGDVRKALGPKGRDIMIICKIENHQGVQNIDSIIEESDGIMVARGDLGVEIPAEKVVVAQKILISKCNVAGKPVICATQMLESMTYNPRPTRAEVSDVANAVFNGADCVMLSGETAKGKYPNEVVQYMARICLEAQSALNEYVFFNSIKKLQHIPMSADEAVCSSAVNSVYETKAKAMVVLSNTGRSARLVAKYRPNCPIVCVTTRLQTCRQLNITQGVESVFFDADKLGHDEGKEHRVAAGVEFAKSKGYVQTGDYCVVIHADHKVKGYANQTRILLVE
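Kinase-Glo luminescence read after 1 h RT reaction of 0.1 nM LmPK with 0.5 mM PEP and 0.1 mM ADP. Activity scaled between uninhibited and enzyme-free controls.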
AmpC detergent – blocks E. coli AmpC beta-lactamase in detergent assay; P00811; AmpC hydrolysis of nitrocefin, absorbance 480 nm, 0.01% Triton; Potency, µM (highest dose often 114 µM), for the others: at the highest dose activity change, negative = inhibition, usual class: inhibitors; actives 0.041% (n = 370,000);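 further: potency means the concentration at half of the fitted maximal effect; 0% = no-compound wells and -100% = no-enzyme wells; nearly all actives have a fitted effect of over 25% in size; some results filed as inactive show a strong effect at the top dose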
Target sequence (P00811 whole entry, looked up): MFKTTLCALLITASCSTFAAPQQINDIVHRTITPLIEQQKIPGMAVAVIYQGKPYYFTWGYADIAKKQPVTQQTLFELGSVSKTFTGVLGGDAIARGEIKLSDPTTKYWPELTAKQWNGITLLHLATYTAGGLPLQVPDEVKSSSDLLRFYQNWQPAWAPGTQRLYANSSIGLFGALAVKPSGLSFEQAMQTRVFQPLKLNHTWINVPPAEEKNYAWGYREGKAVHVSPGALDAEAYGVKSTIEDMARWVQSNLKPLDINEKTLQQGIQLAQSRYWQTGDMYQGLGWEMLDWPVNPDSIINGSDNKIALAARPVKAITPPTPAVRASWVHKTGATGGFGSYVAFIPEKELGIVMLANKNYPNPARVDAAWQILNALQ
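AmpC (5.3 nM in the dispensed reagent) in 20 mM phosphate pH 7.0 with 0.01% (detergent screen) or 0.0001% Triton X-100 was preincubated with compounds for 15 min at room temperature. Nitrocefin was then added from an 800 uM solution, and hydrolysis was followed at 480 nm.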
HCMV inh – blocks human cytomegalovirus replication. HFF cells, HCMV-luciferase reporter, 72 h; stronger effect = lower value. activity change, negative = inhibition, % at 57.5 µM. actives 4.5% (n = 410,000); in the data active means activity change below about -60%; inconclusive means no clear call, values can overlap the other calls; inactive means above about -39%
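Inhibition of viral replication was scored as loss of reporter luminescence in HFFs infected with HCMV-luciferase (MOI 1 PFU/cell) for 72 h; compounds tested at 2 doses, normalized to buffer and Salinomycin controls.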
AmpC no deterg – inhibitors of E. coli AmpC beta-lactamase without detergent | AID 485341 | P00811 | AmpC nitrocefin hydrolysis, absorbance 480 nm, 0.0001% Triton | Potency, µM (series often up to 57.1 µM), for inactives: at the top dose activity change, negative = inhibition, hits mostly inhibitors | actives 0.52% (n = 330,000);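 further: potency means the concentration at half of the fitted maximal effect; plate controls were no compound for no effect and no enzyme for full effect; nearly all actives have a fitted effect of over 20% in size; some results filed as inactive show a strong effect at the top dose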
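AmpC (5.3 nM in the dispensed reagent) in 20 mM phosphate pH 7.0 with 0.01% (detergent screen) or 0.0001% Triton X-100 was preincubated with compounds for 15 min at room temperature. Nitrocefin was then added from an 800 uM solution, and hydrolysis was followed at 480 nm.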
AMA1 RON2 block – inhibitors of Plasmodium falciparum AMA1-RON2 interaction; AlphaScreen AMA1-biotinylated RON2 peptide binding; Potency, µM (top dose mostly 58.2 µM), inactives show at the highest dose activity change, negative = inhibition, actives largely listed as inhibitors; actives 0.2% (n = 360,000); AID 720542;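 further: potency means the concentration at half of the fitted maximal effect; 0% = vehicle wells and -100% = peptide control; nearly all actives have a fitted effect of over 45% in size; some results filed as inactive show a strong effect at the top dose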
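AMA1 (3D7) with his tag at 25 nM final met compounds first, then biotinylated RON2 peptide at 25 nM; detection used donor plus acceptor beads, 10 µg/mL apiece, read by AlphaScreen after 30 min at room temperature.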
* = called active by the depositor; ? = inconclusive; nt = no result given; [ ] = dose if it differs, or a comment. Unless noted, the call rests on the fitted dose curve; in most records, active means well fitted curve in the direction sought with a large enough effect; inconclusive means small, poorly fitted or top-dose-only effect, or another doubt; inactive means no such curve, though single readings can be large; an effect the other way counts as inactive or inconclusive. Unless noted, on the % scale 0 is the no-effect control and ±100 the full control effect.

SMILES | HCV inh | Tb PYK inh | LmPK inh | AmpC detergent | HCMV inh | AmpC no deterg | AMA1 RON2 block
O=C(OCC(=O)N1CCCCC1)c1n[nH]c(=O)c2ccccc12 | 19% | 0% | nt | ? | -21 | 87%[activator] | 13%
COc1ccc(NC(=O)C2CCN(S(=O)(=O)c3ccc(OC)c(OC)c3)CC2)c(OC)c1 | ? | 2% | 1% | ? | 45 | 52% | 11%
COc1ccc(-c2cnc3c(NC=O)cc(-c4ccccc4)cn23)cc1OC | nt | -17% | nt | nt | 66 | nt | 12%
Cc1ccccc1CN1C(=O)c2ccccc2Sc2ccc(C(=O)N3CCOCC3)cc21 | nt | -4% | nt | 6% | ? | nt | nt
Cc1c(NC(=O)CN2C(=O)NC3(CCC(C)CC3)C2=O)c(=O)n(-c2ccccc2)n1C (configuration not stated) | 20% | 0% | 10% | 0% | -20 | -23% | 32%
CCn1c(-c2csc(-c3ccc(Cl)cc3)n2)n[nH]c1=S | ? | -18% | -6% | 4% | ? | -13% | 97%[activator]
CN(C)S(=O)(=O)c1ccc(Cl)c(NC(=O)COC(=O)C2CSC3(C)CCC(=O)N23)c1 (configuration not stated) | -3% | -1% | 0% | -15% | -13 | -4% | -6%
O=C(CCCCC(=O)N1CCN(c2ccccc2)CC1)N1CCN(c2ccccc2)CC1 | nt | nt | 2% | 6% | nt | 11% | nt
Cc1cc(C)nc(SCC(=O)Nc2cc(C)on2)n1 | 4% | 0% | -2% | -8% | 3 | -1% | -1%
Cc1ccccc1NC(=O)c1nc(-c2ccncc2)no1 | nt | -6% | nt | 1% | 3 | nt | nt
CC1(C)Cc2c(c(-c3ccco3)nc3sc4c(NCCCO)ncnc4c23)CO1 | ? | ? | 6% | 3% | -65* | 151%[activator] | -22%
COc1ccccc1CSc1nc2ccccc2[nH]1 | 0% | -1% | 2% | -3% | 45 | -21% | 5%
CCOC(=O)N1CCN(S(=O)(=O)c2ccc(OC)c(Br)c2)CC1 | -7% | 1% | -1% | ? | 20 | 47% | 5%
O=C(Nc1ccc2ccccc2n1)Nc1cccs1 | 11% | 3% | 5% | 3% | -7 | -38% | -2%
CCOC(=O)C1=C(CSc2nc(-c3ccccc3)ccc2C#N)OC(N)=C(C#N)C1c1ccccc1 (configuration not stated) | 6% | -18% | 0% | -13% | 53 | ? | 6%
C=C1CCN([C@@H](CC(C)C)C(=O)NN2CCOCC2)S(=O)(=O)c2ccccc21 | 0% | 3% | nt | nt | -12 | nt | 18%
CCCOc1ccc(OCCSc2nnc(N)s2)cc1 | -10% | -5% | -3% | 1% | 24 | -27% | 0%
COC(=O)c1sc(NC(=O)COc2ccccc2)nc1C | -13% | -6% | -6% | -12% | 1 | -34% | -1%
COc1ccc(-c2onc(C)c2C)cc1S(=O)(=O)NCc1ccc(Br)cc1 | nt | 3%[15.4 µM] | nt | 2% | 0 | nt | nt
Cc1cc2c(cc1C)NC(=O)CC(C(F)(F)C(F)(F)C(F)(F)F)=N2 | 0% | 1% | 3% | 0% | 33 | -17% | 37%[activator]
CN(CC(=O)Nc1c(Cl)cccc1Cl)C(=O)CCc1nc2sc3c(c2c(=O)[nH]1)CCCC3 | 4% | 2% | nt | -21% | -1 | 40% | 8%
CC(O)[C@H]1CNC(=O)C(=O)N1CC(C)(C)C (some centres not stated) | 15% | -4% | -4% | 3% | 15 | -9% | -4%
CCOC(=O)c1ccc(-n2c(CN3CCN(CC)CC3)nc3ccc([N+](=O)[O-])cc3c2=O)cc1 | -8% | 0% | 0%[11.5 µM] | -1% | -25 | -27% | 58%[activator]
CCOc1ccc(-c2cc(C(=O)NCCCN3CCN(CC)CC3)c3ccccc3n2)cc1 | 8.9µM* | -7% | -1% | -10% | 57 | 131%[activator] | -5%
CC(C)(C)CN1C(N)=NC[C@@H]1Cc1ccccc1 | 15% | 0% | nt | nt | -17 | nt | 10%
S=C1NCN(Cc2cccnc2)CN1c1cccc(Cl)c1 | 19% | 6% | -3% | 1% | -13 | -9% | 1%
COc1cc2[nH]c(C(=O)N(C)C3CCS(=O)(=O)C3)cc2c(OC)c1OC (configuration not stated) | 19% | 2% | -5% | 1% | 7 | -11% | 6%
O=C(Nc1ccccc1-c1ccccc1)C1CCCC1 | -28% | -5% | -4% | -1% | ? | -19% | 9%
CCc1ccccc1N(C)C(=O)c1cn(-c2cccc(OC)c2)c(=O)c2ccccc12 | nt | -14% | nt | 3% | ? | nt | nt
COc1cc(/C=C/C(=O)O)cc(S(=O)(=O)Nc2ccc3c(c2)CCC3)c1OC | 16% | 0% | -4% | -9% | -11 | -41% | 2%
Cn1c(=O)c2[nH]c(CCc3ccncc3)nc2n(C)c1=O | 3% | 0% | nt | nt | 32 | nt | -7%
O=C(COC(=O)c1cc[n+]([O-])cc1)Nc1ccc(Br)cc1 | 1% | -3% | nt | 4% | 0 | -18% | -11%
COC(=O)CCc1c(C)c(C(=O)c2cccc(OC)c2OC)c2ccccn12 | -13% | -5% | -3% | 3% | 35 | 34% | -13%
C[C@H](Nc1ccc(C(F)(F)F)cc1[N+](=O)[O-])C(=O)O | 4% | -1% | 6% | 2% | 45 | -25% | -3%
CCN1CCN(CCCNC(=O)c2cnn(-c3ccccc3)c2C2CCN(C(=O)OC(C)(C)C)CC2)CC1 | nt | 5%[15.4 µM] | nt | 5% | ? | nt | nt
N#Cc1ccc(C(=O)OCC(=O)N2CCCCCC2)cc1 | 7% | 4% | nt | ? | -25 | 3% | -3%
O=C(Oc1csc(=S)n1C(=O)c1ccccc1)c1ccccc1 | 21% | ? | -22% | -6% | nt | -14% | 2%
COc1ccc(CNC(=O)Cn2c(SCC(=O)N(C)c3ccccc3)nc3ccccc32)cc1 | nt | 1% | nt | 13% | 0 | nt | nt
COc1ccc(N(CC(=O)N/N=C/c2ccc(C(=O)O)cc2)S(=O)(=O)c2ccc(NC(C)=O)cc2)cc1 | 19% | -2% | 0% | -9% | 27 | -29% | 0%
COc1ccc(S(=O)(=O)N2CCN(C(=O)C3CCCO3)CC2)cc1 (configuration not stated) | 22% | -14% | -4% | 5% | 3 | -8% | -1%
COc1ccccc1C(=O)NNC(=O)c1cccc(O)c1 | 15% | 0% | -12% | -12% | 113 | -16% | -4%
Cc1ccccc1OCc1ccc(-c2nc(C#N)c(NCc3cccnc3)o2)o1 | nt | -2% | nt | 3% | ? | nt | nt
CC(Sc1n[nH]c(-c2cccs2)n1)C(=O)N1CCCC1 (configuration not stated) | 19% | 3% | nt | nt | 20 | 7% | -5%
O=S(=O)(c1ccc(Cl)cc1)c1nc(-c2cccs2)oc1SCc1ccc(F)cc1 | nt | -7% | nt | 8% | -7 | nt | nt
CCN(CC)C(=O)c1cc2c(=O)c3cc(Cl)ccc3oc2nc1C | 0% | -9% | 1% | -1% | -13 | -11% | 10%

Another view of some results above.
COc1ccc(N(CC(=O)N/N=C/c2ccc(C(=O)O)cc2)S(=O)(=O)c2ccc(NC(C)=O)cc2)cc1
  HCV inh: 19%
  Tb PYK inh: -2%
  LmPK inh: 0%
  AmpC detergent: -9%
  HCMV inh: 27
  AmpC no deterg: -29%
  AMA1 RON2 block: 0%
COc1ccc(S(=O)(=O)N2CCN(C(=O)C3CCCO3)CC2)cc1 (configuration not stated)
  HCV inh: 22%
  Tb PYK inh: -14%
  LmPK inh: -4%
  AmpC detergent: 5%
  HCMV inh: 3
  AmpC no deterg: -8%
  AMA1 RON2 block: -1%

Reformatted as a markdown table: part of the list above
| SMILES | HCV inh | Tb PYK inh | LmPK inh | AmpC detergent | HCMV inh | AmpC no deterg | AMA1 RON2 block |
| --- | --- | --- | --- | --- | --- | --- | --- |
| C[C@H](Nc1ccc(C(F)(F)F)cc1[N+](=O)[O-])C(=O)O | 4% | -1% | 6% | 2% | 45 | -25% | -3% |
| CCN1CCN(CCCNC(=O)c2cnn(-c3ccccc3)c2C2CCN(C(=O)OC(C)(C)C)CC2)CC1 | nt | 5%[15.4 µM] | nt | 5% | ? | nt | nt |
| N#Cc1ccc(C(=O)OCC(=O)N2CCCCCC2)cc1 | 7% | 4% | nt | ? | -25 | 3% | -3% |
| O=C(Oc1csc(=S)n1C(=O)c1ccccc1)c1ccccc1 | 21% | ? | -22% | -6% | nt | -14% | 2% |
| COc1ccc(CNC(=O)Cn2c(SCC(=O)N(C)c3ccccc3)nc3ccccc32)cc1 | nt | 1% | nt | 13% | 0 | nt | nt |

Carrying on:
SMILES | HCV inh | Tb PYK inh | LmPK inh | AmpC detergent | HCMV inh | AmpC no deterg | AMA1 RON2 block
CC(C)CN(C(=O)C(C)N1C(=O)c2ccccc2C1=O)c1c(N)n(Cc2ccccc2)c(=O)[nH]c1=O (configuration not stated) | 15% | 1% | nt | -10% | -9 | -10% | 21%
CCOC(=O)c1ccc(NC(=O)c2n[nH]c(=O)c3ccccc23)cc1 | 5% | 2% | -5% | -6% | -28 | 0% | -5%
COc1cc(NC(=O)CSc2nc(=O)n(CCN3CCOCC3)c3c2CCCC3)cc(OC)c1 | -1% | 4% | nt | 0% | 6 | 227%[activator] | -11%
CC1CN(Cc2nc3c(c(=O)[nH]c(=O)n3C)n2CCCc2ccccc2)CC(C)O1 (configuration not stated) | 2% | -6% | -1% | -6% | 56 | 24% | 5%
O=C(NC1CCCCC1)N1CCN(C(=O)c2ccco2)CC1 | 6% | 30% | 0% | -3% | 12 | -4% | 8%
CCOC(=O)c1cccc(NC(=O)CSc2nnc(COc3ccccc3)n2CC)c1 | ? | -4% | 6% | ? | -33 | 14% | 4%
COc1ccc(N2CCN(c3nc(=S)n(-c4ccccc4)c(C)c3C(C)=O)CC2)cc1 | -1% | -15% | -12% | 1% | -25 | 49% | -6%
COc1ccc(Br)cc1/C=N/NC(=O)Cn1nnnc1N | 13% | 0% | 0% | -5% | 32 | -23% | -8%
O=C(NNc1ccc(F)cc1)c1c(F)cccc1Cl | 26% | -1% | 0% | 3% | -15 | -9% | -23%
COCCNc1nnc(SCC(=O)NC(=O)c2ccc(Cl)cc2)s1 | 1% | -3% | nt | 0% | -12 | -9% | -1%
O=C(Nc1ccc2ccccc2c1)c1cccc(F)c1 | -20% | -15% | 6% | -12% | 60 | -38% | 13%
CCn1c(NC(=O)c2cccs2)c(-c2cccs2)c(=O)c2ccccc21 | -4% | -3% | -6% | -8% | -4 | -26% | 23%

Reprinted at random: 2 compounds from above.
SMILES | HCV inh | Tb PYK inh | LmPK inh | AmpC detergent | HCMV inh | AmpC no deterg | AMA1 RON2 block
COc1cc(NC(=O)CSc2nc(=O)n(CCN3CCOCC3)c3c2CCCC3)cc(OC)c1 | -1% | 4% | nt | 0% | 6 | 227%[activator] | -11%
CCn1c(NC(=O)c2cccs2)c(-c2cccs2)c(=O)c2ccccc21 | -4% | -3% | -6% | -8% | -4 | -26% | 23%

Rows are unselected (roughly 7.5% active in at least one column).
